Pf growth 96h: inhibits malaria parasite growth, 96 h; Potency, µM (doses to about 28.7 µM), inactives show top-dose activity change, negative = inhibition, actives largely listed as inhibitors; 320,000 compounds, 6.9% hits; P. falciparum luciferase reporter growth, 96 h; note: potency is the fitted concentration of half-maximal effect; % is set by controls: 0 for no effect and ±100 for the full control effect
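Two-generation exposure (96 h) targets delayed-death phenotype. Reporter parasites carrying integrated firefly luciferase, in red cells at 2% hematocrit and 0.05% parasitemia final, kept at 37 C, 5% CO2; luminescence loss indicates inhibition.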
CHX counter: counter-screen hit for Shiga toxin inhibitors, cycloheximide; 300,000 compounds, 12% hits; cell reporter, cycloheximide protein synthesis inhibition counterscreen; max response, %; in the data active = max response mostly above about 13%, no sharp cut-off; inactive = mostly below about 14%; note: read at 38.3 µM for the half of the compounds with a filed dose; 0% is about no effect
Pf growth 48h: inhibits P. falciparum growth in the first generation, 48 h; P. falciparum luciferase growth in erythrocytes, 48 h; Potency, µM (titrated, usually from 28.7 µM), inactives show at the top dose activity change, negative = inhibition, hits mostly inhibitors; 310,000 compounds, 5.9% hits; AID 504832; note: potency is the fitted concentration of half-maximal effect; % is set by controls: 0 for no effect and ±100 for the full control effect
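Parasite viability was followed by luminescence of a genomically integrated firefly luciferase. Cultures held 0.1% parasitemia at 2% hematocrit (final), incubated under 5% CO2 at 37 C.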
Shiga inhibitor: inhibitors of Shiga toxin in Vero cells | inhibition, % at 38.7 µM | Vero cells, Shiga toxin protein synthesis inhibition reporter | 290,000 compounds, 9.2% hits | AID 2315; in the data active = inhibition mostly above about 28%, no sharp cut-off; inactive = mostly below about 43%; note: 0% is about no effect
Sm TGR inh: blocks Schistosoma mansoni thioredoxin glutathione reductase; 360,000 compounds, 3% hits; purified TGR, DTNB reduction, TNB absorbance 405 nm; Potency, µM (series often up to 114 µM), for inactives: top-dose activity change, negative = inhibition, hits mostly inhibitors; AID 485364; note: potency is the fitted concentration of half-maximal effect; % is set by controls: 0 for no effect and ±100 for the full control effect; nearly all actives have a fitted effect of over 60% in size
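Kinetic colorimetric format: TGR-catalysed, NADPH-driven DTNB reduction monitored via TNB absorbance. Enzyme dispensed at 20 nM; compound exposure 15 min at room temperature before reaction start.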
FBPA Giardia inh: inhibitors of Giardia lamblia fructose-1,6-bisphosphate aldolase | Potency, µM (titrated, usually from 59.6 µM), for the others: at the highest dose activity, negative = inhibition, actives largely listed as inhibitors | 290,000 compounds, 0.71% hits | A8B2U2 | purified Giardia FBPA | AID 2451; note: potency is the fitted concentration of half-maximal effect; % is set by controls: 0 for no effect and ±100 for the full control effect; nearly all actives have a fitted effect of over 55% in size
Target sequence (A8B2U2 whole entry, looked up): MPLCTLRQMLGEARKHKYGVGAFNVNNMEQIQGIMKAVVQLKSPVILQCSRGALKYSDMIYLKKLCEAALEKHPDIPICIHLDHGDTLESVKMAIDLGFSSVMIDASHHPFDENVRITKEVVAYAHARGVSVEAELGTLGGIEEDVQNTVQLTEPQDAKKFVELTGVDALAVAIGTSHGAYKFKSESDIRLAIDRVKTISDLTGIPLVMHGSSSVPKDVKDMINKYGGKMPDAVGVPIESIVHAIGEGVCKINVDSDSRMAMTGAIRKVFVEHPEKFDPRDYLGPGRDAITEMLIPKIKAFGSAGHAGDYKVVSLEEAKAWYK
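40 nM FBPA preincubated 10 min at RT with compound (up to 57.5 uM final), then substrate plus GAPDH/TPI/NAD/arsenate coupling and diaphorase/resazurin added. Fluorescence read after 20 min at RT, 525/598 nm.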
Starred values were filed as active, the others as inactive; ? = inconclusive; . = no result given; [ ] = dose if it differs, or a comment. Unless noted, calls come from the whole dose curve; as a rule, active = well fitted curve in the direction sought with a large enough effect; inconclusive = small, poorly fitted or top-dose-only effect, or another doubt; inactive = no such curve, though single readings can be large; an effect the other way counts as inactive or inconclusive.

SMILES	Pf growth 96h	CHX counter	Pf growth 48h	Shiga inhibitor	Sm TGR inh	FBPA Giardia inh
CC(=O)c1c(C(C)=O)c(C)n(-c2ccc(O)cc2)c1C	0%	1	9%	-13	-3%	-8%
COc1ccc(-c2csc(NC(=O)c3ccco3)n2)cc1	-22%	55*	270%[activator]	50*	-2%	-13%
Cc1ccc(Cl)cc1N1CCN(C(=O)Cn2ccc3ccccc3c2=O)CC1	20%	-1	12%	-19	0%	-1%
O=C(Nc1ccc(Oc2ccc(Cl)cc2)cc1)c1ncn[nH]1	36%[activator]	-2	9.3µM*	-8	2%	8%
N#Cc1nc(COc2ccc(-c3ccccc3)cc2)oc1NCCCN1CCOCC1	?	13	?	27	-9%	-5%
COc1ccc(CCNC(=O)Cc2nn(C)c(=O)c3ccccc23)cc1OC	-3%	-1	-2%	-4	2%	-6%
CCCCN1c2cc(C)c(O)cc2C(C(=O)OCC)C1C (configuration not stated)	46%[activator]	1	2.1µM*	-17	3%	-16%
O=C(Nc1cccc(C(F)(F)F)c1)OC1CN2CCC1CC2 (configuration not stated)	1%	-3	22%	5	8%	13%
CCOC(=O)N1CCN(C(=O)C2CC(c3ccc(F)cc3)=NO2)CC1 (configuration not stated)	4.7µM*	-4	.	-14	?	3%
CCCCc1nnc(NC(=O)c2ccc(S(=O)(=O)N3CCOCC3)cc2)s1	?	.	?	.	-5%	.
Cc1ccc(S(=O)(=O)N2CCOC23CCN(C(=O)C(=O)NCCC(C)C)CC3)cc1	9%	.	-8%	.	1%	.
CCOc1ccc2nc(NC(=O)CN3CCN(C)CC3)sc2c1	?	27*	58%[activator]	50	4%	-3%
CCOc1ccccc1Nc1nc(-c2sc(NC(=O)c3ccccc3)nc2C)cs1	?	12	7.4µM*	-13	-22%	-2%
O=[N+]([O-])c1ccc(N2CCN(c3ccccc3)CC2)nc1	85%[activator]	4	14%	11	-22%	15%
O=C(CSc1nc2ccccc2c(=O)n1CCCC(=O)N1CCCC1)NCc1ccco1	119%[activator]	0	?	-1	-27%	-7%
COc1cc(C)nc(-c2csc(C)n2)n1	?	10	?	14	0%	-19%

Reformatted field by field: part of the list above.
> CCOc1ccc2nc(NC(=O)CN3CCN(C)CC3)sc2c1
  Pf growth 96h = ?; CHX counter = 27*; Pf growth 48h = 58%[activator]; Shiga inhibitor = 50; Sm TGR inh = 4%; FBPA Giardia inh = -3%
> O=[N+]([O-])c1ccc(N2CCN(c3ccccc3)CC2)nc1
  Pf growth 96h = 85%[activator]; CHX counter = 4; Pf growth 48h = 14%; Shiga inhibitor = 11; Sm TGR inh = -22%; FBPA Giardia inh = 15%
> CCOc1ccccc1Nc1nc(-c2sc(NC(=O)c3ccccc3)nc2C)cs1
  Pf growth 96h = ?; CHX counter = 12; Pf growth 48h = 7.4µM*; Shiga inhibitor = -13; Sm TGR inh = -22%; FBPA Giardia inh = -2%
> Cc1ccc(S(=O)(=O)N2CCOC23CCN(C(=O)C(=O)NCCC(C)C)CC3)cc1
  Pf growth 96h = 9%; CHX counter = .; Pf growth 48h = -8%; Shiga inhibitor = .; Sm TGR inh = 1%; FBPA Giardia inh = .

More results
SMILES	Pf growth 96h	CHX counter	Pf growth 48h	Shiga inhibitor	Sm TGR inh	FBPA Giardia inh
O=C(NCc1ccc(Cl)cc1)C1CCCN1C(=O)Nc1ccccc1 (configuration not stated)	?	-4	13%	-8	-17%	7%
O=C1/C(=C/c2cccc(Br)c2)SC(=S)N1CCC(=O)N(CCO)c1ccccc1	-20%	-1	-19%	1	-12%	4%
O=C(NC(=S)Nc1cccc2ncccc12)c1cccs1	23%	6	59%[activator]	-6	4µM*	?
Cc1cc(C)cc(NC(=O)c2ccc(Cn3nc(C)c(Cl)c3C)o2)c1	?	-3	?	1	?	-5%
Cc1noc(C)c1CSCC(=O)Nc1cc(Cl)ccc1N1CCCCC1	6.6µM*	.	?	.	-2%	.
COCCn1nnnc1C(c1ccc2ncccc2c1)N1CCN(c2ccccc2F)CC1 (configuration not stated)	?	-3	-11%	-2	1%	-10%
Nc1c(C(=O)OCC2CCCO2)c2nc3ccccc3nc2n1C1CCCC1 (configuration not stated)	8%[5.75 µM]	1	10µM*	-12	?	-14%
O=C(CN(c1cccc([N+](=O)[O-])c1)S(=O)(=O)c1ccccc1)N(Cc1ccccc1)Cc1ccccc1	46%[activator]	-1	?	23	-7%	4%
COc1ccc(Br)cc1CNc1ccc(S(N)(=O)=O)cc1	5%	-3	-4%	-10	-3%	3%
Cc1ccc(SCc2cc(=O)n3[nH]c(C)nc3n2)cc1	.	-1	15%	-7	0%	-15%
CCOc1ncccc1C(=O)N1CCN(S(=O)(=O)c2ccc3ccccc3c2)CC1	?	0	41%[activator]	-6	13%	7%
CN(C)c1ccc(/C=N/OC(=O)Nc2ccccc2)cc1	?	37*	96%[activator]	52*	-15%	-13%
COc1ccccc1CC(=O)Nc1ccon1	126%[activator]	-5	2%	-2	8%	-2%
CC(=O)OC1C2CCC1C(N1CCCC1)CC2 (configuration not stated)	.	-3	20%	-8	-3%	-3%
O=C(Nc1nc(-c2cccs2)c(-c2cccs2)s1)C1(c2ccccc2)CC1	?	-1	?	-2	-13%	-2%
COc1ccc(CNC(=O)CC2C(=O)NCCN2C2Cc3ccccc3C2)cc1 (configuration not stated)	1%	-5	-17%	2	-14%	.
COc1ccc(NC(=O)c2cn(-c3ccccc3)nc2SC)cc1	32%[activator]	15*	21%	43*	-2%	-19%
COc1cc(S(=O)(=O)NCC2OCCc3ccccc32)ccc1-n1cnnn1 (configuration not stated)	?	-3	.	-12	-2%	2%
CC1CCCCN1S(=O)(=O)c1ccc(C(=O)Nc2nnc(-c3ccco3)o2)cc1 (configuration not stated)	4.7µM*	-2	?	-16	1%	?
O=C(COC(=O)/C=C/c1ccc(Cl)cc1Cl)Nc1cc(C(F)(F)F)ccc1N1CCOCC1	1%	-2	7%	-11	-2%	2%
Cn1cccc1C(C#N)c1ncc(C(F)(F)F)cc1Cl (configuration not stated)	?	-5	?	-7	-11%	-9%
CC(C)c1ccc(-c2nc3ccccc3s2)cc1	?	-1	-67%	-12	13%	-9%
CCN(CC)c1ccc(N=Cc2c(O)n(-c3ccccc3C)c(=O)[nH]c2=O)cc1	16%	1	?	3	-7%	-19%
Cc1ccc2c(CC(=O)NCC3COc4ccccc4O3)coc2c1 (configuration not stated)	20%	-6	8%	-28	-1%	2%
CCNC(=S)NNC(=O)c1cccs1	36%[activator]	-1	10%	-19	5%	-11%
Cc1ccccc1NC(=O)c1sc(Cl)nc1-c1ccccc1	-21%	-2	-24%	13	3%	12%
CC(=O)Nc1cccc(OC(=O)N2CCOCC2)c1	?	8	22%	-18	3%	-6%
O=C1COc2ccc(C(=O)COC(=O)c3ccc(S(=O)(=O)C(F)F)cc3)cc2N1	5%	.	?	.	-31%	.
CS(=O)(=O)c1ccccc1C(=O)Nc1ccccc1Cc1ccccc1	?	-5	?	-7	-15%	-13%
N#CCCN1CCN(S(=O)(=O)c2ccc(C#N)cc2)CC1	83%[activator]	-2	-3%	-13	0%	5%
Cc1cc(S(=O)(=O)N2CCN=C2c2ccccc2)ccc1F	.	0	-26%	23	-3%	-1%
CCC(=O)c1ccc(OCC(=O)N2CCN(C(=O)c3ccccc3)CC2)cc1	?	.	?	.	-28%	.
COc1ccc(-c2c(C)nn3c(N4CCC5(CC4)OCCO5)cc(C)nc23)cc1OC	-1%	2	12µM*	-4	-1%	-2%
CCCCN(C(=O)C1CC(=O)N(c2ccc(C)cc2)C1)c1c(N)n(CCC)c(=O)[nH]c1=O (configuration not stated)	12%	.	-1%	.	-4%	.
COc1ccc(OC)c(S(=O)(=O)N2CCCc3ccccc32)c1	-6%	-5	6%	-10	1%	-15%
CC(O)CNc1nc2ccccc2n1-c1ncnc2sc3c(c12)CCC3 (configuration not stated)	4.1µM*	2	.	1	-1%[11.4 µM]	2%
COc1ccc(CN=CC2=C(O)CNC2=O)cc1	36%[activator]	-5	0%	-15	5%	1%
CN(C1CCCC1)C1CCN(C(=S)Nc2cc(F)cc(F)c2)CC1	?	4	?	-4	?	4%
NC(=O)c1sc2nnc(-c3ccccc3)c(-c3ccccc3)c2c1N	-8%	-4	-6%	25	7%	-1%
CCOC(=O)c1cc2c(C(F)(F)F)cc(-c3ccccc3)nc2o1	47%[activator]	1	50%[activator]	17	1%	0%
COc1cccc(-n2sc3c(c2=S)-c2cc(OC)ccc2NC3(C)C)c1	?	-2	?	-21	0%	-2%
O=C1C2CCCN2C(=O)N1CCCCN1CCN(c2cccc(Cl)c2)CC1 (configuration not stated)	13µM*	-2	-10%	-5	0%	-7%
O=c1[nH]nc2c3ccccc3cnn12	.	-3	15%	-7	-1%	0%
CCOC(=O)c1cccc(NC(=S)NC(=O)c2cccnc2)c1	?	-2	?	11	22µM*	10µM*
N#Cc1c(N)sc2c1CCN(CCc1ccccc1)C2	79%[activator]	-2	10µM*	11	-17%	?
Cc1[nH]c2ccccc2c1/C=C/C(=O)c1ccncc1	?	8	?	19	8%	1%
CC(=O)N1CCN(c2ccc(S(C)(=O)=O)cc2[N+](=O)[O-])CC1	7%	6	-5%	9	-10%	-2%
CCN(c1ccccc1)S(=O)(=O)c1cccc(C(=O)N2CCN(S(=O)(=O)c3ccccc3)CC2)c1	8.3µM*	0	?	-7	-9%	.

Looked up one by one from above, two records:
SMILES	Pf growth 96h	CHX counter	Pf growth 48h	Shiga inhibitor	Sm TGR inh	FBPA Giardia inh
CCN(c1ccccc1)S(=O)(=O)c1cccc(C(=O)N2CCN(S(=O)(=O)c3ccccc3)CC2)c1	8.3µM*	0	?	-7	-9%	.
N#Cc1c(N)sc2c1CCN(CCc1ccccc1)C2	79%[activator]	-2	10µM*	11	-17%	?

(list continues)
SMILES	Pf growth 96h	CHX counter	Pf growth 48h	Shiga inhibitor	Sm TGR inh	FBPA Giardia inh
CC(C)(C)n1ncc2c(=O)n(CC(=O)NCc3ccccc3)cnc21	66%[activator]	20*	473%[activator]	37*	-17%	6%
O=C(CSc1ncccn1)N/N=C/c1cccc([N+](=O)[O-])c1	-13%	-4	8%	-5	5%	-1%
COc1cccc(CNC(=O)COc2cc3c(c4oc(=O)cc(C)c24)CCC(C)(C)O3)c1	13µM*	-2	9.3µM*	-1	3%	-9%
Cc1ccccc1C(C(=O)NC1CCCCC1)N(C(=O)c1ccccn1)c1cccnc1 (configuration not stated)	30%[activator]	0	12%	1	4%	-2%
O=C(c1cc(Br)ccc1O)N1CCN(S(=O)(=O)Cc2ccccc2)CC1	?	.	?	.	3%	.
CCCc1ccc(C(=O)Cn2nc(C(=O)O)c3ccccc3c2=O)cc1	?	10	?	-5	-3%	2%
CNC(=O)c1cc(S(=O)(=O)N(C)C)ccc1Cl	.	8	-3%	-26	-18%	3%
O=C(NCc1ccc(Cl)cc1)C1CCCN(c2ncnc3c2nc2n3CCCCC2)C1 (configuration not stated)	0%	7	?	12	0%	3%
O=c1[nH]c(O)c(C=Nc2ccccc2[N+](=O)[O-])c(=O)[nH]1	5%	1	29%	15	-36%	-10%
CCOC(=O)c1ccc(NC(=O)c2ccc3c(c2)C(=O)N(Cc2cccnc2)C3=O)cc1	21%	6	-5%	-30	4%	.
CCOc1ccc(-c2noc(CCCC(=O)NC3CCCCC3)n2)cc1OC	21%	-5	?	-9	3%	6%
CC1c2cc3c(cc2CCN1C(=O)c1ccc(Br)cc1)OCCCO3 (configuration not stated)	?	1	-21%	-1	-5%	.
CSc1nc(N2CCN(C)CC2)c2c(c1C#N)CC(C)(C)OC2	4%	1	-6%	-9	-25%	5%
CC(C)C(Nc1ncnc2c1oc1ccccc12)C(=O)O (configuration not stated)	4.7µM*	-2	23%	24	9%	6%
COc1ccc(CCNC(=O)c2ccc(CS(=O)Cc3ccc(C)cc3)o2)cc1OC (configuration not stated)	-30%	-2	-9%	-4	-13%	10%
